Screening results (PubChem BioAssay)
BRCA1 expr act = increases BRCA1 expression. MCF7-BRCA1-FFLuc reporter, luminescence, 48 h; response scale: scaled: vehicle 0%, 10 µM genistein 100%. Potency, µM (doses to about 46.1 µM), for the others: top-dose activation, hits mostly activators. 380,000 tested, 1.1% active. AID 624202; note: nearly all actives have a fitted effect of over 80% in size; some results filed as inactive show a strong effect at the top dose
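Reporter cells (MCF7, BRCA1 promoter-firefly luciferase) received library compounds across a concentration series for 48 h. End-point luminescence was measured and concentration-effect curves derived after normalization.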
FLuc counter = inhibits or activates purified firefly luciferase, miR-21 counter-screen; Potency, µM (top dose mostly 57.5 µM), for inactives: at the top dose activity change, negative = inhibition, most hits filed as inhibitors; 360,000 tested, 6.9% active; purified FLuc, Km substrates, luminescence inhibition;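 note: plate controls were vehicle for no effect and reference inhibitor for full effect; nearly all actives have a fitted effect of over 55% in size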
Target sequence (P08659 whole entry, looked up): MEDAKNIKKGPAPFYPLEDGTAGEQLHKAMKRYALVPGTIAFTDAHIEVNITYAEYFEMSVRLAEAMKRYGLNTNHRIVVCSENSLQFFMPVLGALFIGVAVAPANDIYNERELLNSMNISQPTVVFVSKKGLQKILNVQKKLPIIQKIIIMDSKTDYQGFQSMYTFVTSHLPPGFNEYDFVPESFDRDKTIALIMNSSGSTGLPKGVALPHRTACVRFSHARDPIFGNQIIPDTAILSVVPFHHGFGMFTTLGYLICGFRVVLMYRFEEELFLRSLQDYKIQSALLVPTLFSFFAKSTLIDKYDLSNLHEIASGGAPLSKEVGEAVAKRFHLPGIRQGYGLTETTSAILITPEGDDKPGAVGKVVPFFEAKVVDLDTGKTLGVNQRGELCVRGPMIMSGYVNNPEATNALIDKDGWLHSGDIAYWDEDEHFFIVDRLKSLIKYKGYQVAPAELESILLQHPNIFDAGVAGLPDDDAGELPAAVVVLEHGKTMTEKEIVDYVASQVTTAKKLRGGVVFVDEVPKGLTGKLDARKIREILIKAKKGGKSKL
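Purified P. pyralis luciferase (10nM final) with 10uM D-luciferin and 10uM ATP (Km levels) in 50mM Tris acetate pH 7.5, 10mM Mg acetate, 0.01% Tween-20, 0.05% BSA; qHTS 6-point titration, ~60 µM downward; luminescence read.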
* = called active by the depositor; u = inconclusive. Calls come from the whole dose curve; as a rule, active = well fitted curve in the direction sought with a large enough effect; inconclusive = small, poorly fitted or top-dose-only effect, or another doubt; inactive = no such curve, though single readings can be large; an effect the other way counts as inactive or inconclusive. Potency is the fitted concentration of half-maximal effect. Only part of the results is shown; the hit share may differ from the screen's.

SMILES	BRCA1 expr act	FLuc counter
Cc1ccc(N(C)S(=O)(=O)c2nnc(NC(=O)C3CCCCC3)s2)cc1	5%	u
Cc1cc(C(=O)Nc2ccc(C(C)C)cc2)c2c(C)nn(-c3ccccc3)c2n1	-15%	3%
CC(C)CCNC(=O)c1ccc(Cn2c(SCC(=O)NC(C)C)nc3ccccc3c2=O)cc1	23%	0%
CCc1ccc(-n2c(=O)c3c4c(sc3n(Cc3cc(=O)n5c(C)cccc5n3)c2=O)CCC4)cc1	0%	-1%
O=C(CCNS(=O)(=O)c1ccc2c(c1)CCN2C(=O)C1CC1)N1CCN(c2ccc(F)cc2)CC1	-22%	-8%
Cc1c(NC(=O)c2ccc(Cl)cc2)cc(C(C)C)c(O)c1S(=O)(=O)c1ccc(Cl)cc1	87%	u
COc1cc2[nH]c(=O)n(CCCC(=O)NCc3ccc(Cl)cc3)c(=O)c2cc1OC	4%	-6%
CCC(Sc1ncnc2sc3c(c12)CCCC3)C(=O)OC(C)C (stereo not drawn)	-16%	-13%
CCSc1ncc(Cl)c(C(=O)Nc2nc3ccc(OC)cc3s2)n1	0%	-7%
CC1=C(C(=O)N2CCCCC2)C(c2ccc(Cl)cc2)n2c(nc3ccccc32)N1 (stereo not drawn)	7%	1%
Cc1ccc(S(=O)(=O)NCC(Nc2cccc(Cl)c2)c2ccccc2)cc1 (stereo not drawn)	-76%	-12%
O=C(Cn1cc(S(=O)(=O)c2ccccc2)c(=O)c2cc3c(cc21)OCO3)Nc1ccc(Cl)cc1	-36%	-5%
COc1ccccc1C(=O)Nc1cccc(OCc2cc(=O)n3c4c(sc3n2)CCCC4)c1	-36%	6µM*
CCCc1nn2c(=O)cc(COc3ccc(/C=C(\C#N)C(=O)Nc4ccccc4)cc3)nc2s1	6%	-1%
Cc1cccc(N2CC(c3nc4ccccc4n3CCC3CCCCC3)CC2=O)c1 (stereo not drawn)	19%	-1%
Cc1nn(C(=O)c2cccc([N+](=O)[O-])c2C)c(C)c1S(=O)(=O)N1CCOCC1	-2%	2%
Cc1cccc(OCC(=O)Nc2ccc3nc(SCc4ccccc4)sc3c2)c1	29%	3%
CC(=O)c1ccc(NC(=O)CC(c2cccs2)N2Cc3ccccc3C2=O)cc1 (stereo not drawn)	41%	-10%
COc1ccc(Cl)c2sc(NC(=O)c3ccc(S(=O)(=O)N4CCOCC4)cc3)nc12	18%	u
Cc1cc(C)c2sc(N3CCN(C(=O)c4ccc(N(C)C)cc4)CC3)nc2c1	-2%	-15%
COc1ccc(OCC(=O)N2CCN(C(=O)c3ccc(OC)c(OC)c3)CC2)cc1	1%	u
COc1ccc(-n2c(=O)c3ccccc3n(Cc3cccc(C)c3)c2=O)cc1	2%	-2%
Cc1ccc(-c2nc(C)c(CCNC(=O)c3ccccc3Br)s2)cc1	59%	u
COc1ccc(-c2cc(C(F)(F)F)nc(SCC(=O)NCCc3ccccc3)n2)cc1	4%	-6%
COc1cccc(CNC(=O)c2cc(=O)[nH]c3ccc(S(=O)(=O)N4CCCCC4)cc23)c1	4%	3%

The last 2 entries of the part above open the next one.
SMILES	BRCA1 expr act	FLuc counter
COc1ccc(-c2cc(C(F)(F)F)nc(SCC(=O)NCCc3ccccc3)n2)cc1	4%	-6%
COc1cccc(CNC(=O)c2cc(=O)[nH]c3ccc(S(=O)(=O)N4CCCCC4)cc23)c1	4%	3%
COc1ccc2c(c1)c1c(c(=O)n(-c3cc(Cl)ccc3C)c(=O)n1CC(=O)N1CCCC1)n2C	8%	-3%
CCN(CC)S(=O)(=O)c1cccc(C(=O)Nc2sc3c(c2C#N)CCC(C)C3)c1 (stereo not drawn)	13%	u
O=C(Cn1c(=O)n(-c2ccccc2)c(=O)c2c3c(sc21)CCCC3)Nc1cccc(F)c1	2%	-1%
Cc1ccccc1-c1noc(-c2cccnc2N(C)Cc2ccc(Cl)cc2)n1	0%	-5%
COc1ccc(OCC(=O)Nc2nnc3n2CCS3)cc1	5%	-1%
CCS(=O)(=O)c1cccc(C(=O)N2CCN(c3nc4c(C)ccc(Cl)c4s3)CC2)c1	-35%	-15%
CSc1ccc(-c2nc3ccc(C)cn3c2Nc2ccccc2C)cc1	30%	-2%
CN(C(=O)CSc1nc2ccccc2n1Cc1cccc(C(F)(F)F)c1)c1ccccc1	-53%	-8%
COc1ccc(-n2c(=O)c3ccc(C(=O)NCc4ccc(C)cc4)cc3n(Cc3ccc(C)cc3)c2=O)cc1	4%	1%
COc1ccc(CCNC(=O)c2ccc3c(c2)CCN3S(C)(=O)=O)cc1OC	-3%	-1%
Cc1ccc(-c2noc(CN(C(=O)COc3cc(C)cc(C)c3C)C(C)C)n2)cc1	-4%	-4%
COc1ccc(CC(=O)NC2CC(=O)N(c3ccc4c(c3)OCCO4)C2)cc1 (stereo not drawn)	10%	-5%
CCOc1ccc(NS(=O)(=O)c2cc(Br)cc3c2N(C(=O)C2CC2)CC3)cc1	-30%	1%
COc1cc(-c2nnc(SCCOc3ccc(Cl)cc3)o2)cc(OC)c1OC	-9%	5%
COc1ccc2cc(-c3nc(Cl)c4c5c(sc4n3)CC(C)CC5)c(=O)oc2c1 (stereo not drawn)	29%	-5%
CCOCCCNC(=O)c1cc(Sc2cccc(Cl)c2)nc2ccccc12	-13%	-3%
CCC(=O)Nc1cccc(-c2cn3c(C)csc3n2)c1	8%	u
CCOC(=O)N1CCN(C(=O)c2ccc3c(c2)N(Cc2ccccc2F)C(=O)c2ccccc2S3=O)CC1 (stereo not drawn)	27%	2%
CCc1ccccc1NC(=O)CN1C(=O)CCc2cc(S(=O)(=O)N3CCCCC3)ccc21	-11%	-4%
Cc1ccc(S(=O)(=O)N(CCc2ccccc2)CC(=O)Nc2ccccc2C)cc1	-56%	-9%
CCC(Sc1nnc2c3ccccc3n(CC)c2n1)C(=O)Nc1nnc(C(C)C)s1 (stereo not drawn)	6%	-1%
COc1cccc(CNC(=O)CCCn2ncn3c(cc4occc43)c2=O)c1OC	12%	-9%
Cc1ccc(Cl)cc1N1CCN(C(=O)C2CCN(S(=O)(=O)c3cccc4nonc34)CC2)CC1	-23%	-6%
CCCCc1nn2c(=O)cc(COC(=O)CNC(=O)c3ccccc3C)nc2s1	25%	-7%
Cc1nn2c(=O)cc(COC(=O)C(c3ccccc3)c3ccccc3)nc2s1	-10%	-10%
More entries follow.
SMILES	BRCA1 expr act	FLuc counter
O=C(CCNS(=O)(=O)c1ccc2c(c1)CCN2C(=O)C1CC1)N1CCN(c2cccc(C(F)(F)F)c2)CC1	-45%	6%
COc1ccc2cc3c(N)nn(C(=O)c4ccc(F)cc4Cl)c3nc2c1	-29%	5%
CCc1nn(CC(=O)NCCCN(CC)CC)c(=O)c2cc3occc3n12	-2%	0%
O=C(Nc1ccc(F)cc1)[C@@H](c1ccccc1)N1Cc2ccccc2C1=O	0%	-5%
Cc1ccc(Cc2nc3ccccc3nc2SCC(=O)NCCC(C)C)cc1	2%	-3%
CN(C(=O)CSc1nc2ccc(NC(=O)COc3ccccc3Cl)cc2s1)c1ccccc1	3%	-2%
O=C(Nc1nnc2n1CCS2)c1cc(C(F)(F)F)cc(C(F)(F)F)c1	2%	-3%
CCOC(=O)c1c(NC(=O)c2ccc(S(=O)(=O)N3CCCC(C)C3)cc2)sc2c1CCN(C(C)C)C2 (stereo not drawn)	-5%	-1%
Brc1ccc(-c2cn3cc(Cc4ccccc4)sc3n2)cc1	u	0.34µM*
COc1ccc(S(=O)(=O)NCc2cccn2Cc2cccc(C)c2)cc1OC	-8%	3%
Cc1ccc(NC(=O)CSc2nc(=O)n(Cc3ccncc3)c3c2CCC3)cc1Cl	0%	4%
COc1ccc(NC(=O)CSc2nc3cc(OC)c(OC)cc3c3nc(-c4ccccc4)nn23)cc1Cl	-7%	2%
Cn1c(=O)c2c(n3ncnc13)NC(=O)CC2c1cccc(F)c1 (stereo not drawn)	41%	7%
Cc1ccc(Cn2c(CCNC(=O)c3cccc(C)c3)nc3ccccc32)cc1	-10%	-15%
CCOC(=O)N1CCN(C(=O)CN(c2ccc(C)cc2C)S(=O)(=O)c2ccccc2)CC1	-2%	-3%
COc1cccc(C(=O)NCC(=O)OCc2cc(=O)n3ccsc3n2)c1	23%	-4%
CCOc1ccc(CCNC(=O)c2cc3cc4cc(OC)ccc4nc3s2)cc1OCC	0%	-12%
COCCN1C(=O)c2[nH]nc(-c3ccccc3O)c2C1c1ccc(OCc2ccccc2)c(OC)c1 (stereo not drawn)	-49%	-11%
CCS(=O)(=O)N1CCCC(C(=O)NCCOC)C1 (stereo not drawn)	8%	0%
CCCN(CCC)CCCNC(=O)c1cc2c(=O)oc3ccc(C)cc3c2s1	-8%	1%
COc1ccc(N2CCN(C(=O)CS(=O)(=O)c3cccc4nsnc34)CC2)cc1	16%	-5%
CC(NC(=O)c1c(O)nc2ccccn2c1=O)c1ccccc1 (stereo not drawn)	-38%	-5%
O=C(Nc1ccc(OC(F)(F)F)cc1)C1CCCN(S(=O)(=O)c2cccc3nonc23)C1 (stereo not drawn)	6%	0%
Cc1cccc(C)c1OCc1cc(=O)n2c3c(sc2n1)CCCC3	-12%	-21%
COc1cc(-c2noc(-c3ccc(NCc4ccccc4)c([N+](=O)[O-])c3)n2)cc(OC)c1OC	6%	15µM*

Six records picked at random from those above, as already listed:
SMILES	BRCA1 expr act	FLuc counter
Cc1ccc(Cn2c(CCNC(=O)c3cccc(C)c3)nc3ccccc32)cc1	-10%	-15%
CC(NC(=O)c1c(O)nc2ccccn2c1=O)c1ccccc1 (stereo not drawn)	-38%	-5%
Cc1cccc(C)c1OCc1cc(=O)n2c3c(sc2n1)CCCC3	-12%	-21%
CCS(=O)(=O)N1CCCC(C(=O)NCCOC)C1 (stereo not drawn)	8%	0%
COCCN1C(=O)c2[nH]nc(-c3ccccc3O)c2C1c1ccc(OCc2ccccc2)c(OC)c1 (stereo not drawn)	-49%	-11%
COc1cc(-c2noc(-c3ccc(NCc4ccccc4)c([N+](=O)[O-])c3)n2)cc(OC)c1OC	6%	15µM*

In another format: 3 of the compounds above
compound | BRCA1 expr act | FLuc counter
Cc1ccc(Cl)cc1N1CCN(C(=O)C2CCN(S(=O)(=O)c3cccc4nonc34)CC2)CC1 | -23% | -6%
CCc1ccccc1NC(=O)CN1C(=O)CCc2cc(S(=O)(=O)N3CCCCC3)ccc21 | -11% | -4%
CCOc1ccc(CCNC(=O)c2cc3cc4cc(OC)ccc4nc3s2)cc1OCC | 0% | -12%

Additional records follow.
SMILES	BRCA1 expr act	FLuc counter
O=C(CSc1nc2c([nH]c3ccccc32)c(=O)n1-c1cccc(Cl)c1)N1CCc2ccccc21	-22%	-1%
COC(=O)c1ccc(CSc2nc3c([nH]c4ccccc43)c(=O)n2-c2ccc(F)cc2)o1	-4%	-4%
Cc1ccc(C#N)c(=O)n1CC(=O)Nc1ccccc1C(F)(F)F	-42%	-3%
CCC(=O)N(CCC(c1ccccc1)c1ccc2c(c1)OCO2)Cc1ccc(OC(C)C)cc1 (stereo not drawn)	-56%	-15%
Cc1cccc(N2CCN(C(=O)CCc3c(C)nc4c(c3C)c(=O)n(C)c(=O)n4C)CC2)c1C	-31%	-10%
Cc1ccc(N2C(=O)CSC23C(=O)Nc2ccccc23)cc1F (stereo not drawn)	-7%	4%
O=S(=O)(Nc1ccc(Br)cc1)c1ccc2nc(-c3ccccc3)[nH]c2c1	-39%	u
CCc1cccc(NC(=O)CSc2nccn2C)c1	13µM*	u
CCOc1ccccc1CNS(=O)(=O)c1ccc(-c2coc(C)n2)cc1	-21%	2%
COc1cccc(NC(=O)C2CCC(CNS(=O)(=O)c3ccc4c(c3)CCCC(=O)N4)CC2)c1 (stereo not drawn)	-55%	-6%
COc1cccc(CNc2cc(C)nc3nc(-c4ccc(C)cc4)nn23)c1	10%	1.7µM*
COc1ccccc1NC(=O)C1=C(C)Nc2nc(SCc3ccccc3F)nn2C1c1cccs1 (stereo not drawn)	-16%	-4%
O=C(OCc1cc(=O)n2nc(-c3cccs3)sc2n1)c1ccccc1Cl	0%	-3%
CC(=O)N1c2ccc(S(=O)(=O)N3CCCCCC3)cc2CC1C(=O)NCc1ccccc1 (stereo not drawn)	-4%	-6%
Cc1ccc(C)c(C(=O)CSc2nc(-c3ccccc3)nc3c2CCCC3)c1	1%	1%
COc1ccc(-n2c(=O)c3ccc(C(=O)NCc4ccc(C)cc4)cc3n(CC(=O)Nc3ccc(C)cc3)c2=O)cc1	-28%	-3%
COc1cccc(N2C(=O)CSC23C(=O)N(CC(=O)Nc2cccc(Cl)c2)c2ccccc23)c1 (stereo not drawn)	-13%	-3%
Cc1ccc(C)c(CN2C(=O)c3ccccc3S(=O)c3ccc(C(=O)N4CCC(C)CC4)cc32)c1 (stereo not drawn)	8%	-3%
COc1ccccc1-c1nn2c(=O)cc(CN3CCN(C(=O)Nc4ccc(C)cc4Cl)CC3)nc2s1	-15%	-16%
COc1ccc(CNC(=O)C(C)Sc2nc(-c3ccccc3)cc(C(F)(F)F)n2)cc1 (stereo not drawn)	3%	-2%
Cc1c(-c2ccccc2)c(=O)oc2c(CN3CCN(C)CC3)c(O)ccc12	-7%	-6%
COc1ccc(-c2nc(C)c(CCNS(=O)(=O)c3cc(C)c(C)cc3C)s2)cc1	-58%	-12%
COc1cc(CN(C(=O)c2ccc(OC(C)C)cc2)c2ccccn2)cc(OC)c1OC	-14%	-9%
CCOc1ccccc1NC(=O)CSc1nc2c(oc3ccccc32)c(=O)n1-c1ccc(C)c(C)c1	0%	-1%
N#Cc1ccc(C(=O)Nc2ccccc2-c2nc3ccccc3s2)c(F)c1	7%	-5%
O=C(Nc1ccc(F)cc1F)c1ccc(-n2cnc3cccnc32)cc1	11%	-2%
